USP1 inh = inhibitors of human USP1/UAF1 deubiquitinase; O94782; recombinant USP1/UAF1, Ub-Rhodamine cleavage fluorescence; Potency, µM (series often up to 57.1 µM), without a hit: top-dose activity change, negative = inhibition, most hits filed as inhibitors; 390,000 tested, 0.23% active; AID 743255; note: % is set by controls: 0 for no effect and ±100 for the full control effect; nearly all actives have a fitted effect of over 60% in size; inactives centre near -12
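USP1/UAF1 complex at 1 nM was preincubated with compound for 15 min at room temperature, then Ub-Rho substrate (150nM final) was added. Fluorescence (480/540 nm) was read kinetically, 6 reads every 60 seconds.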
TrxR1 inh = inhibitors of rat thioredoxin reductase 1 | O89049 | recombinant rTrxR1, NADPH fluorescence consumption, selenite substrate | Potency, µM (series often up to 114 µM), inactives show at the highest dose activity change, negative = inhibition, usual class: inhibitors | 390,000 tested, 1% active | AID 588453; note: % is set by controls: 0 for no effect and ±100 for the full control effect; nearly all actives have a fitted effect of over 65% in size
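Rat TrxR1 (90 nM in the dispensed reagent) was pre-reduced with 400 uM NADPH for 5 min at room temperature, then incubated with compound for 15 min. After 400 uM selenite was added, NADPH fluorescence (Ex 340/Em 450 nm) was followed for 8 min.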
RGS4 inhibitor = blocks human RGS4-accelerated GTP hydrolysis. P49798. 390,000 tested, 0.039% active. Potency, µM (doses to about 114 µM), inactives show at the highest dose activity change, negative = inhibition, actives largely listed as inhibitors. Transcreener GDP fluorescence polarization, RGS4-accelerated GTP hydrolysis. AID 504845; note: % is set by controls: 0 for no effect and ±100 for the full control effect; nearly all actives have a fitted effect of over 75% in size; some results filed as inactive show a strong effect at the top dose
Target sequence (P49798 whole entry, looked up): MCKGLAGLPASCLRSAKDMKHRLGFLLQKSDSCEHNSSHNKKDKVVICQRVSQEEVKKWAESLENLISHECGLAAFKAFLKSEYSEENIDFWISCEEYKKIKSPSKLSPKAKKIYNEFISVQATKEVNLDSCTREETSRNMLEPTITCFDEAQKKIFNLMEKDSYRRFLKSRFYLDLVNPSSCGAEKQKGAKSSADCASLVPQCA
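MLSMR compounds (23 nl, pin-transferred) preincubated 10 min at room temperature with a 500nM (2x) first reagent, then RGS4 at 900nM (2x) plus Transcreener GDP mix added; fluorescence polarization (620/688 nm) read before and after 90 min at 30 °C.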
Vif-APOBEC3F blk = blocks the Vif interaction with APOBEC3F; HeLa A3F-eYFP + Vif (tagged APOBEC3F with the HIV-1 protein that degrades it), YFP fluorescence increase; Potency, µM (doses to about 46.1 µM), without a hit: top-dose activity, negative = active; 390,000 tested, 0.2% active; AID 602313; note: % of control where 0% means no effect; nearly all actives have a fitted effect of over 65% in size
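HeLa cells stably expressing Vif plus C-terminally eYFP-tagged A3F were seeded, incubated overnight at 37 deg C, dosed with compound, incubated overnight again at 37 deg C. Yellow fluorescence (Ex 488/Em 500-530) reported blocked Vif-mediated A3F-eYFP degradation.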
mIDH1 inhibitor = human IDH1 R132H inhibition; Potency, µM (highest dose often 76.6 µM), for the others: top-dose activity change, negative = inhibition, usual class: inhibitors; 390,000 tested, 0.093% active; IDH1-R132H enzyme, NADPH consumption, diaphorase/resazurin fluorescence; AID 602179; O75874; note: % is set by controls: 0 for no effect and ±100 for the full control effect; nearly all actives have a fitted effect of over 65% in size
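IDH1-R132H (0.5 ug/mL dispensed) in pH 7.5 Tris buffer was preincubated 30 min with compound, then given a substrate mix of 0.016 mM NADPH and 2 mM alpha-KG for 80 min at room temperature; remaining NADPH was read by diaphorase/resazurin fluorescence.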
Vif-A3G inh = blocks the Vif interaction with human APOBEC3G; Q9HC16; HeLa A3G-eYFP + Vif (tagged APOBEC3G with the HIV-1 protein that degrades it), YFP fluorescence, overnight; Potency, µM (doses to about 46.1 µM), for inactives: top-dose activity, negative = active, actives largely listed as inhibitors; 410,000 tested, 0.076% active; AID 602310;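 note: % is set by controls: 0 for no effect and ±100 for the full control effect; nearly all actives have a fitted effect of over 60% in size; hits raise eYFP signal because A3G escapes Vif-driven loss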
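Read-out is eYFP fluorescence (Ex 488/Em 500-530) from Vif-expressing HeLa A3G-eYFP cells; more signal means A3G escaped Vif-mediated degradation. Cells plated overnight, compound pinned in, incubated overnight at 37 deg C.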
RXFP1 ag = activates the human relaxin receptor RXFP1; Q9HBX9; HEK293T-RXFP1 cAMP TR-FRET, 30 min; response scale: percent of porcine relaxin response, buffer zero; Potency, µM (highest dose often 57.5 µM), inactives show top-dose activation, hits mostly activators; 370,000 tested, 0.3% active; AID 2676; note: % is set by controls: 0 for no effect and ±100 for the full control effect; nearly all actives have a fitted effect of over 60% in size; many of its hits are not listed in these tables
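HEK293 cells stably expressing RXFP1, treated 30 min at 37C with compounds plus PDE4 inhibitor Ro 20174; cAMP measured by HTRF TR-FRET. Normalized to buffer and 29 nM porcine relaxin; EC50 by Hill fit.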
12-LOX inh = ALOX12 (human) lipoxygenase inhibition. Potency, µM (titrated, usually from 108 µM), without a hit: at the highest dose activity change, negative = inhibition, hits mostly inhibitors. P18054. purified 12hLO, xylenol orange hydroperoxide absorbance. 580,000 tested, 1.1% active; note: % is set by controls: 0 for no effect and ±100 for the full control effect
Target sequence (P18054 whole entry, looked up): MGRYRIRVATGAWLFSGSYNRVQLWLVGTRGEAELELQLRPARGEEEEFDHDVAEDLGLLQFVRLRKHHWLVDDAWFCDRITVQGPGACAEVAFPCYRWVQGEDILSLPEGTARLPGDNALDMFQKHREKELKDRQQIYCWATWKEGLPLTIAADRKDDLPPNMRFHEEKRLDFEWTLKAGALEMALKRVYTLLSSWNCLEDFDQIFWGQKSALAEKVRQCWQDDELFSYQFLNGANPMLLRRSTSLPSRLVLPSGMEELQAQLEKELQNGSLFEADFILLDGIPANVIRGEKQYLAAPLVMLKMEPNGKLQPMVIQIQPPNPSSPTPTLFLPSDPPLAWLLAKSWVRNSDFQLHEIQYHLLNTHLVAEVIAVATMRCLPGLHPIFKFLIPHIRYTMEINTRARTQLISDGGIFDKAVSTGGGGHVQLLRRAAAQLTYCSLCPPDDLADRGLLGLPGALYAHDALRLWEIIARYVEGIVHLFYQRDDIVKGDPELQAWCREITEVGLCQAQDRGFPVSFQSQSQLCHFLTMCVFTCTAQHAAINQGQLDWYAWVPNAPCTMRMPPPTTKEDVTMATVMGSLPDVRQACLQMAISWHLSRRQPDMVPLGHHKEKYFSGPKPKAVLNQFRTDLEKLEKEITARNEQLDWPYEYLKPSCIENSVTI
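Purified human 12hLO at 150 nM in 25 mM Hepes, 0.01% Triton X-100, pH 7.0, preincubated 15 min at room temperature with compound. Reaction started with 40 uM arachidonic acid, 30 min at room temperature. Hydroperoxide measured by Fe-xylenol orange, 573/405 nm absorbance ratio.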
TrxR1 substrate = rat thioredoxin reductase 1 substrate activity | O89049 | purified TrxR1 substrate turnover, NADPH consumption readout | Potency, µM (doses to about 114 µM), without a hit: at the highest dose activity change, negative = substrate turnover | 390,000 tested, 0.01% active | AID 588456; note: % is set by controls: 0 for no effect and ±100 for the full control effect; nearly all actives have a fitted effect of over 50% in size
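Rat TrxR1, dispensed at 90 nM, was prereduced with 400 uM NADPH (final) for 5 min at ~22 deg C, then incubated with compound 15 min before 400 uM selenite. A first-read NADPH fluorescence drop versus no-compound background flagged substrates.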
* = called active by the depositor; & = joins results of further samples; [ ] = remark or other dose. Calls come from the whole dose curve; as a rule, active = well fitted curve in the direction sought with a large enough effect; inconclusive = small, poorly fitted or top-dose-only effect, or another doubt; inactive = no such curve, though single readings can be large; an effect the other way counts as inactive or inconclusive. Potency is the fitted concentration of half-maximal effect.

COc1ccc(-n2c(SC3CCOC3=O)nc3ccccc3c2=O)cc1Cl (stereo not given) was read as USP1 inh -16%, TrxR1 inh 26%, RGS4 inhibitor -86%[56.9 µM], Vif-APOBEC3F blk -4%, mIDH1 inhibitor 10%, Vif-A3G inh 10%, RXFP1 ag -2.6%, 12-LOX inh 14% and TrxR1 substrate 3%.
Screening COc1cccc(-c2cc(C(=O)Nc3cccc(O)c3)no2)c1 returned USP1 inh -10%, TrxR1 inh 15%, RGS4 inhibitor -16%, Vif-APOBEC3F blk -9%, mIDH1 inhibitor 13%, Vif-A3G inh -2%, RXFP1 ag -0.7%, 12-LOX inh -14% and TrxR1 substrate -4%.
`CCN1C(=O)[C@H]2[C@@H](c3ccc(OC)cc3)N[C@]3(CCCN(Cc4ccc(OC)cc4)C3=O)[C@H]2C1=O` gave USP1 inh -21%, Vif-APOBEC3F blk 5%, mIDH1 inhibitor 0%, Vif-A3G inh -5% and 12-LOX inh -26%.
N#Cc1nc(-c2ccc(OCc3ccc(Cl)cc3)cc2)oc1N1CCC(C(N)=O)CC1 was read as USP1 inh -14%, TrxR1 inh 8%&11%, RGS4 inhibitor -13%&-27%, Vif-APOBEC3F blk -7%, mIDH1 inhibitor 0%, Vif-A3G inh 0%&-1%, RXFP1 ag 2.1%, 12-LOX inh 2%[57.4 µM] and TrxR1 substrate 7%&5%.
For Cc1cc(=O)[nH]c(N/N=C/c2c(C)nn(-c3ccccc3)c2Cl)n1 the results were USP1 inh -25%, TrxR1 inh 7%, RGS4 inhibitor inconclusive, Vif-APOBEC3F blk 0%, mIDH1 inhibitor 5%, Vif-A3G inh -10%, RXFP1 ag 0.0%, 12-LOX inh -3% and TrxR1 substrate -3%.
For Fc1ccc(N2N=C(c3cccs3)CC2c2ccco2)c(F)c1 (stereo not given) the results were USP1 inh -5%, TrxR1 inh 303%[activator], RGS4 inhibitor 7%, Vif-APOBEC3F blk -11%, mIDH1 inhibitor 11%, Vif-A3G inh 0%, RXFP1 ag 13%, 12-LOX inh -23% and TrxR1 substrate 553%[activator].
`Cc1ccc(Cl)cc1NC(=O)NCCN1CCCCC1` gave USP1 inh -9%, TrxR1 inh 11%[57.1 µM], RGS4 inhibitor 9%, Vif-APOBEC3F blk 6%, mIDH1 inhibitor -1%, Vif-A3G inh -2%, RXFP1 ag 1.3%, 12-LOX inh -23% and TrxR1 substrate -8%.
CCC(=O)Nc1cc(C)c(O)c(-c2nc3ncccc3o2)c1 was read as USP1 inh -8%, TrxR1 inh 19%[57.1 µM], RGS4 inhibitor -2%, Vif-APOBEC3F blk -10%, mIDH1 inhibitor -2%, Vif-A3G inh 3%, RXFP1 ag 14%, 12-LOX inh inconclusive and TrxR1 substrate 1%[57.1 µM].
For CC1CC(C)(C)NC(=S)N1CCCC(=O)N1CCN(c2ccc(F)cc2)CC1 (stereo not given) the results were USP1 inh -6%, TrxR1 inh 4%[57.1 µM], RGS4 inhibitor 11%, Vif-APOBEC3F blk inconclusive, mIDH1 inhibitor 24%, Vif-A3G inh -4%, RXFP1 ag 0.5%, 12-LOX inh -20% and TrxR1 substrate 11%[57.1 µM].
O=C(Nc1cccc(C(=O)N2CCCCC2)c1)c1ccccc1Br was read as USP1 inh -17%, TrxR1 inh -2%, RGS4 inhibitor -22%, Vif-APOBEC3F blk -6%, mIDH1 inhibitor 10%, Vif-A3G inh -9%, RXFP1 ag 2.9%, 12-LOX inh inactive and TrxR1 substrate -4%.
`Cc1ccc(C)c(NC(=O)CN(C)C(=O)c2ccc(-c3ccc(Cl)cc3)o2)c1` gave USP1 inh 0%, TrxR1 inh -18%, RGS4 inhibitor -8%, Vif-APOBEC3F blk -29%, mIDH1 inhibitor -3%, Vif-A3G inh -1%, RXFP1 ag -0.1%, 12-LOX inh -11% and TrxR1 substrate 1%.
Screening COc1ccc(NC(=O)CCNS(=O)(=O)c2ccc3[nH]c(=O)oc3c2)cc1Cl returned USP1 inh -12%, TrxR1 inh 9%, RGS4 inhibitor 7%, Vif-APOBEC3F blk 12%, mIDH1 inhibitor -9%, Vif-A3G inh 2%, RXFP1 ag 2.7%, 12-LOX inh -18% and TrxR1 substrate -3%.

Random excerpt: two entries already listed
`Cc1ccc(C)c(NC(=O)CN(C)C(=O)c2ccc(-c3ccc(Cl)cc3)o2)c1` gave USP1 inh 0%, TrxR1 inh -18%, RGS4 inhibitor -8%, Vif-APOBEC3F blk -29%, mIDH1 inhibitor -3%, Vif-A3G inh -1%, RXFP1 ag -0.1%, 12-LOX inh -11% and TrxR1 substrate 1%.
`Cc1ccc(Cl)cc1NC(=O)NCCN1CCCCC1` gave USP1 inh -9%, TrxR1 inh 11%[57.1 µM], RGS4 inhibitor 9%, Vif-APOBEC3F blk 6%, mIDH1 inhibitor -1%, Vif-A3G inh -2%, RXFP1 ag 1.3%, 12-LOX inh -23% and TrxR1 substrate -8%.

Later entries
`COc1ccc(/C=N/Nc2ncnc3c2[nH]c2ccc(C)cc23)c(OC)c1OC` gave USP1 inh inconclusive, TrxR1 inh 36%[activator][57.1 µM], RGS4 inhibitor -25%, Vif-APOBEC3F blk -14%, mIDH1 inhibitor 1%, Vif-A3G inh -4%, RXFP1 ag -0.6%, 12-LOX inh 215%[activator] and TrxR1 substrate 9%[57.1 µM].
Screening COc1cccc(NC(=O)COC(=O)CCSc2ccccc2)c1 returned USP1 inh -20%, TrxR1 inh 14%, RGS4 inhibitor -33%, Vif-APOBEC3F blk -2%, mIDH1 inhibitor 6%, Vif-A3G inh 0%, 12-LOX inh -11% and TrxR1 substrate -7%[57.1 µM].
`O=C(O)C1C2C=CC3(CN(Cc4ccccn4)C(=O)C13)O2` (stereo not given) gave USP1 inh -5%, TrxR1 inh 5%, RGS4 inhibitor 4%, Vif-APOBEC3F blk -20%, mIDH1 inhibitor -3%, Vif-A3G inh -10%, RXFP1 ag 0.6%, 12-LOX inh -4% and TrxR1 substrate 2%.
`CCOC(=O)N1CCN(CC(O)COc2ccccc2C(C)CC)CC1` (stereo not given) gave USP1 inh -25%, TrxR1 inh 8%[57.1 µM], RGS4 inhibitor -14%, Vif-APOBEC3F blk 0%, mIDH1 inhibitor 0%, Vif-A3G inh 0%, RXFP1 ag 0.0%, 12-LOX inh inconclusive and TrxR1 substrate -8%.
For C[C@@H]1C=C(C(=O)NC2CC2)O[C@H](OCc2ccc(CO)cc2)C1 the results were USP1 inh -16%, TrxR1 inh 10%, RGS4 inhibitor 6%, Vif-APOBEC3F blk 3%, mIDH1 inhibitor -6%, Vif-A3G inh -5%, RXFP1 ag 1.0%, 12-LOX inh 7% and TrxR1 substrate 5%.
Screening CC(C)c1ccccc1OCC(O)CN(CC(O)COc1cccc2ccccc12)C(C)C (stereo not given) returned USP1 inh -8%, TrxR1 inh 9%, RGS4 inhibitor -31%, Vif-APOBEC3F blk 7%, mIDH1 inhibitor 9%, Vif-A3G inh -4%, RXFP1 ag -4.3%, 12-LOX inh -12% and TrxR1 substrate -1%.
Screening CCOc1ccc(NC(=O)CCC(=O)NNC(=O)Nc2ccc(Cl)cc2)cc1 returned USP1 inh -13%, TrxR1 inh 20%, RGS4 inhibitor inconclusive, Vif-APOBEC3F blk -26%, mIDH1 inhibitor 7%, Vif-A3G inh -5%, RXFP1 ag 0.5%, 12-LOX inh -6% and TrxR1 substrate 4%.
`CCOCCCNC(=O)C(c1ccc(Cl)cc1)N(Cc1ccc2c(c1)OCO2)C(=O)CNC(C)=O` (stereo not given) gave USP1 inh -20%, TrxR1 inh 19%[57.1 µM], RGS4 inhibitor 18%, Vif-APOBEC3F blk -7%, mIDH1 inhibitor 8%, Vif-A3G inh -1%, RXFP1 ag -0.5%, 12-LOX inh 7% and TrxR1 substrate 4%[57.1 µM].
`C#CCOc1ccc(-c2nnc(Nc3cccc(C)c3)c3ccccc23)cc1` gave USP1 inh -15%, TrxR1 inh 12%, RGS4 inhibitor 3%, Vif-APOBEC3F blk 1%, mIDH1 inhibitor -1%, Vif-A3G inh -11%, RXFP1 ag 4.2%, 12-LOX inh -3% and TrxR1 substrate 12%.
`CC(C)N(Cc1nc(-c2ccccc2)no1)C(=O)C(C)(C)C` gave USP1 inh -18%, TrxR1 inh 4%[57.1 µM], RGS4 inhibitor 5%, Vif-APOBEC3F blk -4%, mIDH1 inhibitor 2%, Vif-A3G inh -4%, RXFP1 ag -0.3%, 12-LOX inh -5% and TrxR1 substrate 5%[57.1 µM].
For Cc1cc(OCCn2ccnc2)cc(C(C)C)c1 the results were USP1 inh 6%, TrxR1 inh -11%, RGS4 inhibitor 24%, Vif-APOBEC3F blk 10%, mIDH1 inhibitor 4%, Vif-A3G inh 3%, RXFP1 ag 0.0%, 12-LOX inh -29% and TrxR1 substrate -7%.
COc1cccc(C(=O)COC(=O)c2cccs2)c1 was read as USP1 inh -10%, TrxR1 inh 24%, RGS4 inhibitor -5%, Vif-APOBEC3F blk -6%, mIDH1 inhibitor -1%, Vif-A3G inh 0%, RXFP1 ag 1.5%, 12-LOX inh 0% and TrxR1 substrate 2%.
For COc1cccc(Oc2nc(-c3ccncc3)nc3ccccc23)c1 the results were USP1 inh -7%, TrxR1 inh -5%[57.1 µM], RGS4 inhibitor -7%, Vif-APOBEC3F blk -1%, mIDH1 inhibitor -6%, Vif-A3G inh -20%, RXFP1 ag 5.1%, 12-LOX inh inconclusive and TrxR1 substrate -8%[57.1 µM].

Bioassay records as filed in PubChem.

Some of the compounds tested; count on the stated rates, not on these rows.
